# Screening data (PubChem)
# Growth percent in the NCI-60 one-dose screen (48 h, 10 µM unless noted): 100 = growth as untreated, 0 = no growth, -100 = all killed.
# MDA-MB-468: MDA-MB-468 breast cancer; 78,000 tested, 8.5% active; AID 2202374
# MDA-MB-435: MDA-MB-435 melanoma | 82,000 tested, 7.8% active
# K-562: K-562 leukemia. 78,000 tested, 7.4% active
# SR: SR leukemia cells; 73,000 tested, 8.7% active
# CCRF-CEM: CCRF-CEM leukemia; 77,000 tested, 7% active; AID 1794778
# RPMI-8226: RPMI-8226 leukemia cells; 77,000 tested, 7.5% active
# MOLT-4: MOLT-4 leukemia cells; 80,000 tested, 6.9% active; AID 1794779
# MDA-MB-231: MDA-MB-231 breast cancer. AID 1794789. 81,000 tested, 5% active
# An asterisk follows results filed as active; / = not tested or not shown; & = joins results of further samples; [ ] = dose if it differs, or a comment. How the source made its calls: active means growth percent below 10; inactive means the rest.
SMILES,MDA-MB-468,MDA-MB-435,K-562,SR,CCRF-CEM,RPMI-8226,MOLT-4,MDA-MB-231
CCCCCCC/C=C/[C@H]1O[C@]23C(=O)C[C@@]4(C[C@@H](OC5OC(CO)C(O)C(O)C5O)C[C@@H]4[C@H]2C=C1C)OC3=O (some centres not stated),26,3.9*,10.0*,6.2*,19,-1.4*,8.3*,5.7*
O=C1NC(=O)C2(CCCC2C(=O)O)N1 (configuration not stated),107,105,98,90,92,103,101,105
CCOC(=O)c1c(NC(=O)c2ccc(C(F)(F)F)cc2)sc2c3c(ccc12)OCN(C)C3,-77*,-17*,-28*,-30*,2.2*,-37*,-8.7*,11
COc1ccc(-c2nc3c(c(-c4ccccc4)nn3-c3ccccc3)c(-c3ccc(N4CCOCC4)cc3)c2C#N)cc1,98,99,97,110,100,90,94,107
COc1ccc(Sc2nc(N)nc3c2CCN(Cc2ccc(OC)cc2OC)C3=O)cc1,96,105,87,/,98,73,73,104
C=CC(=O)Nc1cccc(-c2nc(SC)nc(Nc3ccccc3OC)c2C#N)c1,18,19,8.6*,/,41,30,33,33
CCCCCC(=O)OC1(C(C)=O)CCC2C3CCC4=CC(=O)CCC4C3CCC21C (configuration not stated),52,88,42,53,80,50,61,76
CCOCc1nc(N)nc(N)c1-c1ccc(Cl)c(Cl)c1,98,92,70,107,98,107,97,95
CCc1cccc2[nH]c3cc([N+](=O)[O-])ccc3c12,97,119,75,94,82,113,81,99
O=C(Oc1ccccc1)c1ccc(Cl)cc1,104,100,102,90,/,115,100,111
O=C(CCSCCC(=O)N/N=C/c1ccc(Cl)c(Cl)c1)N/N=C\c1ccc(Cl)c(Cl)c1,110,103,102,96,100,99,104,104
CCOC(=O)C(c1ccccc1)C(C(=O)OCC)c1ccc(OC)cc1 (configuration not stated),93,91,86,94,102,78,88,85
OCCNc1nc(Nc2ccc(Cl)cc2)nc(Nc2ccc(C3=NN(c4cc(Cl)cc(Cl)c4)C(c4ccc(F)cc4)C3)cc2)n1 (configuration not stated),114,94,98,89,87,110,73,88
COC(=O)c1cc2oc(/C=C/C3=C(C(N)=O)C(=O)OC3(C)C)cc2n1Cc1ccccc1,/,98,71,/,84,/,/,78
CCN(CC)CC(C)Nc1ccc(C)c2sc3ccccc3c(=O)c12 (configuration not stated),58,59,44,33,34,11,25,29
COC(=O)[C@H]1Cc2c([nH]c3ccccc23)[C@@H](c2cccs2)N1,101,100,104,108,101,103,103,95
COc1ccc(/C=C/c2cc(/C=C/c3ccc(OC)c(OC)c3OC)n(-c3ccc(OC(F)(F)F)cc3)n2)c(OC)c1OC,105,102,91,87,88,97,85,79
CSc1oc(-c2ccccc2)nc1S(=O)(=O)c1ccc(Br)cc1,113,111,97,92,104,84,110,96
O=C(NO)c1cn(C2CC2)c2cc(N3CCN(C(=O)c4ccccc4)CC3)c(F)cc2c1=O,106,100,106,95,/,103,102,102
CCn1c(-c2nonc2Nc2ccc(OC)cc2)nc2ccccc21,/,97,118,110,105,117,116,/
Cc1ccc(C(=O)C/C(=C/c2ccc(-c3ccc(Cl)cc3)o2)C(=O)NCc2ccc(F)cc2)cc1,97,93,71,/,85,68,69,64
O=C(O)C(CCc1ccccc1)NCc1ccccc1 (configuration not stated),108,104,113,106,/,/,108,91
NC(=S)N/N=C(/c1ccccc1)c1ccccc1N,18,90,46,/,60,73,53,86
O=C(Nc1[nH]c(=O)ncc1F)c1ccc([N+](=O)[O-])cc1,100,107,91,110,99,100,101,117

# Part of the list above, showing only MDA-MB-435, SR and MDA-MB-231:
SMILES,MDA-MB-435,SR,MDA-MB-231
COc1ccc(/C=C/c2cc(/C=C/c3ccc(OC)c(OC)c3OC)n(-c3ccc(OC(F)(F)F)cc3)n2)c(OC)c1OC,102,87,79
NC(=S)N/N=C(/c1ccccc1)c1ccccc1N,90,/,86
COC(=O)[C@H]1Cc2c([nH]c3ccccc23)[C@@H](c2cccs2)N1,100,108,95
Cc1ccc(C(=O)C/C(=C/c2ccc(-c3ccc(Cl)cc3)o2)C(=O)NCc2ccc(F)cc2)cc1,93,/,64
OCCNc1nc(Nc2ccc(Cl)cc2)nc(Nc2ccc(C3=NN(c4cc(Cl)cc(Cl)c4)C(c4ccc(F)cc4)C3)cc2)n1 (configuration not stated),94,89,88
CSc1oc(-c2ccccc2)nc1S(=O)(=O)c1ccc(Br)cc1,111,92,96

# Next part:
SMILES,MDA-MB-468,MDA-MB-435,K-562,SR,CCRF-CEM,RPMI-8226,MOLT-4,MDA-MB-231
COc1cc(Cn2cc(CNC(=O)c3cccnc3Nc3ccc(F)cc3)nn2)cc(OC)c1,92,90,95,99,/,102,93,93
CN1CCN(Cc2ccc(NC(=O)c3cncc(C#Cc4ncc5cnccn45)c3)cc2C(F)(F)F)CC1,87,39,8.7*,51,42,44,43,26
c1ccc2c(c1)ncn2-c1ccnc(NC2CCOC2)n1 (configuration not stated),116,101,96,83,101,94,110,102
CC1CCCCN1CCCNC(=O)N/C(N)=N/c1nc2ccccc2s1 (configuration not stated),11,-35*,-28*,-17*,27,1.5*,16,/
O=C(Nc1ccc(Cl)c(C(F)(F)F)c1)N1CCN(c2cc(-c3cn(-c4ccccc4)nc3-c3cccc(O)c3)ccn2)CC1,-35*,-65*,15,11,0.6*,-14*,1.5*,-49*
COc1ccc(C(=O)/C=C/c2cc(-c3ccc4c(c3)OCO4)n[nH]2)cc1OC,28,73,24,-5.4*,22,4.4*,-9.7*,58
O=C(c1nc2ccccc2[nH]1)C1C(c2ccc(Cl)cc2)C2CSCN2[C@@]12C(=O)Nc1ccccc12 (some centres not stated),89,80,82,66,86,63,69,73
NS(=O)(=O)c1cc2c(cc1Cl)NC(CSCc1ccccc1)=NS2(=O)=O,108,116,103,103,99,96,98,104
O=C(CC1C(=O)N(C2CCCCC2)c2nc3ccccc3n21)Nc1cccc(F)c1 (configuration not stated),100,96,85,101,114,99,86,89
CC(=O)OC12C=C(C)C(C3C(=O)OC(=O)C31)C(C)(C)C2 (configuration not stated),128,114,89,74,84,105,86,119
COC(=O)CCc1c(/C=C2\N=C(c3ccc[nH]3)C=C2OC)[nH]c(C)c1C(=O)OCc1ccccc1,28,2.5*,6.2*,-18*,1.5*,-32*,17,-13*
COc1cccc(OC)c1C(=O)Nc1cccc(-c2cc(=O)c3ccccc3o2)c1,88,105,91,92,97,93,100,92
c1ccc(-c2nc(-c3ccccc3)n(-c3nocc3-c3ccco3)n2)cc1,/,98,/,72,107,107,103,105
C/C(=N\NC(=O)CSc1nc2ccccc2c(=O)n1CCc1ccc(S(N)(=O)=O)cc1)c1ccccc1N,75,101,114,106,81,85,97,96
COc1ccc2cc(OC)ccc2c1,107,104,115,/,92,98,109,109
CCS(=O)(=O)NC(CO)C(=O)O (configuration not stated),101,100,102,93,/,91,94,104
Cc1nnc(-c2ccc3c(c2)nc(-c2ccncc2)n3C2CCCCC2)o1,111,105,103,81,96,95,100,108
COc1cc(NC(=O)CCSc2nc3ccccc3c(=O)n2CCc2ccccn2)cc(OC)c1OC,92,101,95,/,83,79,88,80
O=C(Nc1cccc(-n2cc(-c3ccncc3)c(-c3ccc(O)c(Cl)c3)n2)c1)c1cccc(C(F)(F)F)c1,34,34,19,18,20,13,30,-59*
C[C@H]1[C@H](C)CC[C@]2(C(=O)N3CCN(C)CC3)CC[C@]3(C)C(=CC[C@@H]4[C@@]5(C)C/C(=C/c6ccco6)C(=O)C(C)(C)[C@@H]5CC[C@]43C)[C@H]12,19[100 µM],43[100 µM],28[100 µM],32[100 µM],16[100 µM],20[100 µM],23[100 µM],16[100 µM]
NC1N=C(Nc2ccccc2)N=CC(c2cc3cc(Br)ccc3oc2=O)=N1 (configuration not stated),100,105,96,101,96,90,90,94
C=C(C)[C@H]1CC/C(C)=C/CC[C@]2(C)O[C@H]2CC/C(COC(=O)[C@@H](OC(C)=O)[C@H](NC(=O)c2ccccc2)c2ccccc2)=C\[C@@H]1O,84,92,129,51,/,55,98,89
COC(=O)C[N+](C)(C)Cc1nc(C#N)c(N(C)C)o1,96,95,94,/,101,94,111,101
CS(=O)(=O)c1ccc(-c2nc3cc(Cl)ccc3n2CC(=O)c2n[nH]c(=S)o2)cc1,106,103,94,/,96,97,100,101
COc1ccc(Nc2ncccc2NC(=O)/C=C/c2ccc(Cl)cc2)cc1,98,93,/,91,84,70,72,97
CC(CCc1cccc2ccccc12)(C(=O)O)C(=O)O,93,108,92,122,105,94,107,100
Cc1ccc(C(=O)c2ccc(CC(=O)O)n2C)cc1,108,109,100,104,98,104,104,110
COc1ccccc1CNC(=O)C1CSC2c3ccccc3C(=O)N12 (configuration not stated),102,110,81,84,101,103,97,109
CC1(C)CC(=O)C2=C(C1)N(c1sc3c(c1C#N)CCCC3)c1nc(N)c(C#N)c(N)c1C2c1cccc(Br)c1 (configuration not stated),107,106,90,77,94,91,93,91
O=C(O)c1ccc(S(=O)(=O)c2ccccc2)s1,101&111,108&120,90&124,99&88,91&99,96&102,85&81,107&101
CCC(CC)NCC(C)O (configuration not stated),114,115,116,105,106,103,97,92
COc1ccc(C2=Nn3c(N=Nc4c(O)[nH]c5ccc(Cl)cc45)nnc3SC2)cc1,102,100,85,77,105,106,95,109
O=C1c2cccc3cccc(c23)C(=O)N1CC#Cc1ccc2c3c(cccc13)C(=O)N(CCN1CCOCC1)C2=O,92,96,99,98,96,104,85,95
CCn1c(Sc2nnc(NC(=O)CCCl)s2)nc2c1c(=O)n(C)c(=O)n2C,43,91,89,69,66,/,93,86
C=CCC1CCCC/C1=C(\C#N)c1ccccc1 (configuration not stated),97,105,108,124,102,103,110,110
Cc1c(C(=O)NNC(=O)c2ccc(Cl)cc2)nnn1-c1ccc(F)cc1,100,97,90,91,89,97,92,/
Cc1nc2ccccc2nc1SCc1nnc(Nc2ccc(Cl)cc2)s1,104,97,91,53,/,64,97,95
C#Cc1ccc(-n2c(/C=C/c3ccc(F)cc3)nc3ncccc3c2=O)cc1,99,102,92,81,96,90,97,99
Cc1cc(NC(=O)Nc2ccc(N=Nc3cc(S(=O)(=O)O)c4cccc(S(=O)(=O)O)c4c3)c(C)c2)ccc1N=Nc1cc(S(=O)(=O)O)c2cccc(S(=O)(=O)O)c2c1,119,103,95,93,97,104,94,96
NN=C(c1ccc(Cl)cc1)c1ccc(Cl)cc1,111,97,105,104,89,102,98,106
COc1cc(NC(=O)[C@@H]2[C@H]3C=C[C@]4(CN(CCc5c[nH]c6ccccc56)C(=O)[C@@H]24)O3)cc(OC)c1,88[50 µM],100[50 µM],78[50 µM],99[50 µM],85[50 µM],61[50 µM],66[50 µM],82[50 µM]
Cn1c(=O)c2c(nc(OC3CCCCCC3)n2C)n(C)c1=O,112,108,127,131,112,102,98,92
COc1ccc(-n2nc3c(c(C#N)c2=O)CC(c2ccoc2)C([N+](=O)[O-])=C3O)cc1 (configuration not stated),103,110,87,/,110,97,97,84
COc1cc2c(Nc3ccc(-c4ccc(N)cc4)cc3)ncnc2c(OC)c1OC,72,7.1*,11,32,23,40,20,57
CCOC(=O)c1c2c(n3ccc(NC(=O)CCN4CCCCC4)cc13)C(=O)c1ncccc1C2=O,83,-62*,-48*,-47*,-23*,-6.6*,-26*,-73*
COc1nc2c(c(=O)n1C)CN(Cc1ccccc1)C=N2,98,117,93,99,103,87,105,119
COc1ccc(S(=O)(=O)N/N=C/C(=O)OCOC(=O)C(C)(C)C)cc1,89[100 µM],104[100 µM],113[100 µM],105[100 µM],98[100 µM],100[100 µM],111[100 µM],114[100 µM]
COc1cc(Br)c(-c2nc(-c3ccccc3)c(-c3ccccc3)n2Cc2ccccc2)cc1OC,54,60,32,47,54,41,23,71

# Compounds listed so far that have a nitro group on carbon:
SMILES,MDA-MB-468,MDA-MB-435,K-562,SR,CCRF-CEM,RPMI-8226,MOLT-4,MDA-MB-231
CCc1cccc2[nH]c3cc([N+](=O)[O-])ccc3c12,97,119,75,94,82,113,81,99
O=C(Nc1[nH]c(=O)ncc1F)c1ccc([N+](=O)[O-])cc1,100,107,91,110,99,100,101,117
COc1ccc(-n2nc3c(c(C#N)c2=O)CC(c2ccoc2)C([N+](=O)[O-])=C3O)cc1 (configuration not stated),103,110,87,/,110,97,97,84

# (further entries)
SMILES,MDA-MB-468,MDA-MB-435,K-562,SR,CCRF-CEM,RPMI-8226,MOLT-4,MDA-MB-231
Cc1ccc2ccc3ccccc3c2c1,98,104,92,93,102,113,97,111
Cn1c(=O)c2c(c3ccccc31)Oc1ncn3nc(-c4ccco4)nc3c1C2c1ccc(Cl)cc1 (configuration not stated),96,101,96,108,101,99,99,96
CCS(=O)(=O)Oc1ccc(NC(=O)C2CCCCC2)cc1,92,110,94,89,/,104,93,102
c1ccc(N=NN2CCOCC2)cc1,109,103,117,104,102,104,102,105
COc1ccc(C2=NN(c3ccccc3)C(c3sc(N(C)Cc4ccccc4)nc3Cl)C2)cc1 (configuration not stated),88,97,72,85,88,83,86,103
CN(C)c1c(-c2ccccc2)cc(-c2ccccc2)[nH]c1=O,69,79,115,136,/,/,114,94
CCCCc1ccc(S(=O)(=O)Nc2sc3c(c2C(N)=O)CCC(=O)C3)cc1,98,104,97,/,101,97,100,106
Cc1nn(C)c(Cl)c1[N+](=O)[O-],103,118,103,77,90,90,88,95
COc1ccc(C2=Nc3c(N)nc(N)nc3NC(c3ccc4c(c3)OCO4)C2)cc1 (configuration not stated),36,31,42,52,87,82,81,90
NC(=S)N/N=C1\CCCC(C(F)(F)F)C1 (configuration not stated),31,105,46,79,45,71,74,102
O=C1OC(c2ccc(Cl)cc2)(c2ccc(Cl)cc2)c2ccccc21,100,100,93,98,103,101,82,95
Cc1cc(C)n(Nc2nc3ccccc3[nH]c2=O)c(=O)c1C#N,91,103,94,83,109,/,97,81
